LYPLA2 inh: LYPLA2 inhibitors, primary screen, counter-screen for PME1 inhibitor project, biochemical, fluorescence polarization, FP-Rh probe ABPP. actives 0.38% (n = 320,000). Acyl-protein thioesterase 2 (Homo sapiens), O95372. AID 2177, 2009. recombinant LYPLA2. inhibition, % at 5.9 µM;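 active = inhibition above the screen-wide mean plus 3 SD, limit set per campaign, cut at about 26% in these data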;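 note: 0% = LYPLA2 with DMSO and 100% = wells lacking LYPLA2 enzyme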
LYPLA1 counter: LYPLA1 inhibitors, primary screen, counter-screen for PME1 inhibitor project, biochemical, fluorescence polarization, FP-Rh probe ABPP; Acyl-protein thioesterase 1 (Homo sapiens), O75608; recombinant LYPLA1; inhibition, % at 5.9 µM; actives 0.16% (n = 320,000);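 active = inhibition above the mean of all tested compounds plus 3 SD, set per campaign, cut at about 14% in these data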;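 note: inhibitors block serine hydrolase probe labeling of LYPLA1 so polarization falls; 0% = enzyme with DMSO and 100% = wells lacking LYPLA1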
Target sequence (O75608 whole entry, looked up): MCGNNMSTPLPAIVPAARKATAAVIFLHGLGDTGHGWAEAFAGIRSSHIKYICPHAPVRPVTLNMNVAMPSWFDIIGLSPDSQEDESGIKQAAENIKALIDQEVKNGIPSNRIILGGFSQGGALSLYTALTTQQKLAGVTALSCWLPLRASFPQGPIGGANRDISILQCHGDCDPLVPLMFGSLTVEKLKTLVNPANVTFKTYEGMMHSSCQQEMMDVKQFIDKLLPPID
PAFAH1B2 FP inh: PAFAH1B2 enzyme inhibitors, primary screen, biochemical, fluorescence polarization, human; Platelet-activating factor acetylhydrolase IB subunit alpha2 (Homo sapiens), P68402; recombinant PAFAH1B2, FP-rhodamine activity probe; inhibition, % at 3.39 µM; actives 1.2% (n = 340,000);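 active = inhibition above the mean of all tested compounds plus 3 SD, cut at about 24% in these data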;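 note: 0% = enzyme with DMSO and 100% = wells lacking PAFAH1B2; many of its hits are not listed in these tables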
Target sequence (P68402 whole entry, looked up): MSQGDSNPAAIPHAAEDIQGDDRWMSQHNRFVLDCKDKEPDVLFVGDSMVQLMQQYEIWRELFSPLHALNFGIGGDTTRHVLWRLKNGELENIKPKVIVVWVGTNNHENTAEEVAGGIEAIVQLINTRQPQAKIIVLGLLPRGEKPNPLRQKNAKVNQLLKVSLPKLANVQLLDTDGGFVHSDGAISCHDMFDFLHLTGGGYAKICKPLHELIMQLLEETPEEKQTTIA
PAFAH2 FP inh: PAFAH2 enzyme inhibitors, primary screen, biochemical, fluorescence polarization, human. recombinant PAFAH2, FP-rhodamine activity probe. actives 0.99% (n = 340,000). AID 492956, 2010. inhibition, % at 3.39 µM. Platelet-activating factor acetylhydrolase 2, cytoplasmic (Homo sapiens), Q99487;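 active = inhibition above the mean over all tested compounds plus 3 SD, cut at about 30% in these data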;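 note: inhibitors block probe labeling of enzyme so polarization drops; 0% = enzyme with DMSO and 100% = wells lacking PAFAH2 protein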
PAFAH1B3 FP inh: PAFAH1B3 enzyme inhibitors, primary screen, biochemical, fluorescence polarization, human | Platelet-activating factor acetylhydrolase IB subunit alpha1 (Homo sapiens), Q15102 | recombinant PAFAH1B3, FP-rhodamine probe | inhibition, % at 3.39 µM | actives 0.28% (n = 340,000);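 active = inhibition above the screen-wide average of all tested compounds plus 3 SD, cut at about 25% in these data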;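 note: 0% = enzyme with DMSO only and 100% = wells lacking PAFAH1B3 protein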
Target sequence (Q15102 whole entry, looked up): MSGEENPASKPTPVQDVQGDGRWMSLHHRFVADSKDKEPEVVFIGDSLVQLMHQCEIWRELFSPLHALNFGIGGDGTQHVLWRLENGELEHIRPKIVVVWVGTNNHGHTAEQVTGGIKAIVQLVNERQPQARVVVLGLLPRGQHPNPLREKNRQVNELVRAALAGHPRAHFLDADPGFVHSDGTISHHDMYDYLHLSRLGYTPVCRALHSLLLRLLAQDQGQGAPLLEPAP
ZTA counter: counter-screen for EBNA-1 inhibitors: inhibitors of Epstein-Barr virus ZTA; P03206; ZTA-DNA binding, fluorescence polarization; inhibition, % at 11 µM; actives 0.15% (n = 320,000); AID 2234; in the data active = inhibition above about 33%
Target sequence (P03206 whole entry, looked up): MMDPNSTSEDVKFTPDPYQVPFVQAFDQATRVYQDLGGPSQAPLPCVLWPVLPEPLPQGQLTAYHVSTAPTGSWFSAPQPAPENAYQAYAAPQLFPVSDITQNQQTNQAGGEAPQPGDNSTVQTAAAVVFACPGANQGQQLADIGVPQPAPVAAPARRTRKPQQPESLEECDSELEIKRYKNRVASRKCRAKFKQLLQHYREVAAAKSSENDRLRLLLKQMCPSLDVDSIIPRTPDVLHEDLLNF
PREPL inhibitor: PREPL enzyme inhibitors, primary screen, biochemical, fluorescence polarization; Prolyl endopeptidase-like (Homo sapiens), Q4J6C6; recombinant PREPL, fluorescence polarization activity-based probe; inhibition, % at 5.96 µM; actives 0.68% (n = 320,000); in the data active = inhibition above about 43%;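 note: 0% = enzyme with DMSO and 100% = wells lacking enzyme; many of its hits are not listed in these tables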
pPAFAH FP inh: pPAFAH enzyme inhibitors, primary screen, biochemical, fluorescence polarization, human. Platelet-activating factor acetylhydrolase (Homo sapiens), Q13093. actives 1.5% (n = 330,000). recombinant pPAFAH, FP-rhodamine probe fluorescence polarization. AID 463082, 2010. inhibition, % at 3.39 µM;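 active = inhibition above the mean inhibition across the screen plus 3 SD, cut at about 25% in these data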;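 note: inhibitors block binding of the rhodamine activity-based probe so polarization drops; 0% = enzyme with DMSO and 100% = wells lacking pPAFAH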
EBNA-1 inhibitor: EBNA-1 DNA-binding inhibitors, primary screen, biochemical, fluorescence polarization | AID 1950, 2009 | inhibition, % at 14.8 µM | actives 0.34% (n = 300,000); in the data active = inhibition above about 28%
* = called active by the depositor; nt = not tested or not shown.

The first 14 records as a preview:
Values in the order – LYPLA2 inh, LYPLA1 counter, PAFAH1B2 FP inh, PAFAH2 FP inh, PAFAH1B3 FP inh, ZTA counter, PREPL inhibitor, pPAFAH FP inh, EBNA-1 inhibitor
O=C(NCC1CCCCC1)c1ccccc1[N+](=O)[O-]
→ 3, 0, 7, -6, 16, -6, -1, 4, 9
Cc1[nH]n2c(=O)c3c(nc2c1-c1cccc2ccccc12)CCC3
→ -2, -2, -1, 10, 4, 0, 7, 6, -16
Cc1ccc(NC(=O)CN(C)CC(=O)Nc2ccccc2-c2ccccc2)cc1
→ 8, 5, -3, -7, 7, -10, -27, -4, -7
O=C(c1cccc(S(=O)(=O)N2CCN(c3ccc(F)cc3)CC2)c1)N1CCCC(C(F)(F)F)C1 (stereo not given)
→ 7, 0, 1, 4, 10, -5, -61, 0, 8
CCOc1ccc(NC(=O)CN(C)CC(=O)Nc2ccc(F)c(F)c2F)cc1OCC
→ -2, -1, 0, 4, 2, -4, 11, -1, -10
Cc1ccc(-n2ncc3c(Nc4c(C)n(C)n(-c5ccccc5)c4=O)ncnc32)c(C)c1
→ 4, 2, 3, 9, 11, 5, 4, 0, 6
CC(=O)c1ccc(NC(=O)Cn2cnc(S(=O)(=O)N3CCOCC3)c2)cc1
→ 6, 1, -2, 0, 4, -3, 16, 0, -11
COc1ccc(C)cc1NC(=O)CN1CCN(S(=O)(=O)c2ccc(F)cc2)CC1
→ 6, 1, -1, -3, 0, 1, 16, -4, 3
COc1ccc(OC)c(NS(=O)(=O)c2ccc(NC(=O)c3ccc(NS(C)(=O)=O)cc3)cc2)c1
→ -11, -3, -1, 1, 1, 0, 1, 5, -2
Cc1ccc2c(CC(=O)OCc3nc(N)nc(Nc4ccccc4C)n3)coc2c1
→ -1, -9, 4, 1, 2, 15, -16, 0, 7
O=C(ON=C1CCN(S(=O)(=O)c2ccccc2)CC1)c1ccc(F)cc1
→ 2, -1, 9, 87*, 5, 1, -11, 7, -6
Cc1ccc(-c2nnn(CC(=O)N(CC3CCCO3)C(C(=O)NC3CCCC3)c3ccc(O)cc3)n2)o1 (stereo not given)
→ 1, -2, 7, 0, 5, 4, 5, 5, -3
CNc1ccccc1C(C)(C)c1cc(-c2cc(C)cc(C)c2)no1
→ 3, 0, 0, -5, 5, -9, -7, 7, 2
Cc1cc(C)c2cc(CN(CCO)Cc3nnnn3Cc3ccccc3)c(=O)[nH]c2c1
→ -2, 1, 8, 4, 7, 13, 11, -1, -12

Results, from the first entry:
Values in the order – LYPLA2 inh, LYPLA1 counter, PAFAH1B2 FP inh, PAFAH2 FP inh, PAFAH1B3 FP inh, ZTA counter, PREPL inhibitor, pPAFAH FP inh, EBNA-1 inhibitor
O=C(NCC1CCCCC1)c1ccccc1[N+](=O)[O-]
→ 3, 0, 7, -6, 16, -6, -1, 4, 9
Cc1[nH]n2c(=O)c3c(nc2c1-c1cccc2ccccc12)CCC3
→ -2, -2, -1, 10, 4, 0, 7, 6, -16
Cc1ccc(NC(=O)CN(C)CC(=O)Nc2ccccc2-c2ccccc2)cc1
→ 8, 5, -3, -7, 7, -10, -27, -4, -7
O=C(c1cccc(S(=O)(=O)N2CCN(c3ccc(F)cc3)CC2)c1)N1CCCC(C(F)(F)F)C1 (stereo not given)
→ 7, 0, 1, 4, 10, -5, -61, 0, 8
CCOc1ccc(NC(=O)CN(C)CC(=O)Nc2ccc(F)c(F)c2F)cc1OCC
→ -2, -1, 0, 4, 2, -4, 11, -1, -10
Cc1ccc(-n2ncc3c(Nc4c(C)n(C)n(-c5ccccc5)c4=O)ncnc32)c(C)c1
→ 4, 2, 3, 9, 11, 5, 4, 0, 6
CC(=O)c1ccc(NC(=O)Cn2cnc(S(=O)(=O)N3CCOCC3)c2)cc1
→ 6, 1, -2, 0, 4, -3, 16, 0, -11
COc1ccc(C)cc1NC(=O)CN1CCN(S(=O)(=O)c2ccc(F)cc2)CC1
→ 6, 1, -1, -3, 0, 1, 16, -4, 3
COc1ccc(OC)c(NS(=O)(=O)c2ccc(NC(=O)c3ccc(NS(C)(=O)=O)cc3)cc2)c1
→ -11, -3, -1, 1, 1, 0, 1, 5, -2
Cc1ccc2c(CC(=O)OCc3nc(N)nc(Nc4ccccc4C)n3)coc2c1
→ -1, -9, 4, 1, 2, 15, -16, 0, 7
O=C(ON=C1CCN(S(=O)(=O)c2ccccc2)CC1)c1ccc(F)cc1
→ 2, -1, 9, 87*, 5, 1, -11, 7, -6
Cc1ccc(-c2nnn(CC(=O)N(CC3CCCO3)C(C(=O)NC3CCCC3)c3ccc(O)cc3)n2)o1 (stereo not given)
→ 1, -2, 7, 0, 5, 4, 5, 5, -3
CNc1ccccc1C(C)(C)c1cc(-c2cc(C)cc(C)c2)no1
→ 3, 0, 0, -5, 5, -9, -7, 7, 2
Cc1cc(C)c2cc(CN(CCO)Cc3nnnn3Cc3ccccc3)c(=O)[nH]c2c1
→ -2, 1, 8, 4, 7, 13, 11, -1, -12
CC(NC(=O)C12CC3CC(CC(O)(C3)C1)C2)c1ccc(Cl)cc1Cl (stereo not given)
→ 2, 2, 12, -3, 10, 13, -3, 1, 4
CCOC(=O)Cn1cnc2c(cnn2-c2ccc(Cl)cc2)c1=O
→ 6, 5, -4, -3, 8, 7, 17, 6, 3
O=C(COC(=O)C1COc2ccccc2O1)NC(=O)Nc1ccc2c(c1)OCCO2 (stereo not given)
→ 4, 8, 0, 3, -2, -13, 16, 0, 4
CCOc1ccc(/C=N/NC(=O)c2nnn(-c3nonc3N)c2-c2cccs2)cc1
→ 1, -9, -3, -13, -10, -4, 2, 0, -8
Cc1c(NC(=O)Cn2[nH]c(=O)c3ccccc3c2=O)c(=O)n(-c2ccccc2)n1C
→ -2, -1, 1, -1, 5, -5, 7, 4, -2
COc1cccc(OC)c1C(=O)Nc1ccc(N2CCCCC2)cc1
→ 9, -2, -2, -9, 11, 11, 11, 1, 2
COc1ccccc1CNC(=O)CN1C(=O)NC2(CCCC2)C1=O
→ 2, 2, 2, 5, 13, -1, 3, -1, nt
CC(=O)c1ccc(OCCCCCCCOc2ccc(C(C)=O)cc2)cc1
→ -1, 0, -1, -4, 5, 3, 21, -5, -17
CC(/C=C/c1ccccc1)=N/NC(=O)C(O)c1ccccc1 (stereo not given)
→ -3, 3, -2, -1, 11, -14, -2, -7, -8
COC(=O)C1=C(N)OC2=C(C(=O)CCC2)C1c1cccs1 (stereo not given)
→ 5, 6, 6, -3, 9, -17, 3, 6, 13
O=C(/C=C/c1ccccc1Cl)Nn1cnc2ccccc2c1=O
→ 17, 0, -4, 6, 5, 6, -15, -5, 8
CC(OC(=O)CCc1nc2ccccc2[nH]c1=O)C(=O)c1ccccc1 (stereo not given)
→ 8, -1, -1, -2, 7, -9, -16, 0, -9
O=C(Cn1ccc(NC(=O)OCc2ccccc2)nc1=O)NCCN1CCOCC1
→ -1, 1, 2, 9, 0, -5, 0, 1, nt
COc1ccc(C2(CNC(C)=O)CCOCC2)cc1OC
→ 0, 1, -1, 3, 7, 2, -10, 0, 5
CN(c1ccccc1C(=O)Nc1ccc(S(=O)(=O)N2CCOCC2)cc1)S(C)(=O)=O
→ -3, -4, 9, 6, -1, 8, -2, -1, -4
Cc1cccc(N(CC(=O)O)CC(=O)O)c1
→ 5, 1, -5, 0, 4, 6, 3, 2, -6
O=C(CSC1=NCCS1)N1CCCCCC1
→ 1, -2, 5, -6, 12, -3, -3, -3, -9
O=C(NCCO)/C(=C/c1ccc2c(c1)OCO2)NC(=O)c1ccc(Br)cc1
→ 5, 3, 6, 7, 4, 2, 1, 8, 2
Cc1c(C(=O)N(Cc2ccncc2)CC2CCCO2)oc2c(F)cccc12 (stereo not given)
→ 0, -2, 5, -2, 0, -11, 1, -5, -8
CC(=O)NC(c1cc(F)c2cccnc2c1O)C1CC1 (stereo not given)
→ 10, 4, 8, 1, 8, -3, -5, 0, nt
CCn1c(SCC(=O)N2CCCCC2)nnc1-c1ccc(S(=O)(=O)N2CCN(C)CC2)cc1
→ 1, 2, 3, 3, 10, -11, -6, 4, 3
O=C(CCN1C(=O)c2ccncc2C1=O)Nc1ccc2c(c1)OCCO2
→ -5, -2, 3, 7, 0, 5, 5, -2, -2
Cc1ccc(C(NC(=O)N2CCCC2)C(Cl)(Cl)Cl)cc1F (stereo not given)
→ -2, -3, 6, 1, 7, 3, 10, 5, -2
COc1nc(Nc2ccc([N+](=O)[O-])cc2)nc(NC2CCCCC2)n1
→ 2, -3, -4, -5, -1, 0, 3, 0, -10
O=C(NCc1ccccn1)c1nc(Cn2ccc([N+](=O)[O-])n2)no1
→ 7, -1, 5, -11, 2, 1, 2, 2, 5
Cc1ccc2cc(COC(=O)c3ccncc3)c(=O)[nH]c2c1
→ 2, 1, -3, 0, -4, -5, -1, 4, -8
CCOC(=O)C1=C(C)NC(=O)CC1c1ccccc1OC (stereo not given)
→ 16, -1, 3, 0, 8, -3, -1, -1, 12
COCCNC(=O)c1ccc2c(c1)S(=O)(=O)c1ccccc1C2=O
→ -7, 0, -2, 1, 8, -9, 14, -3, -1
CC(C)NC(=O)COC(=O)c1ccccc1Oc1ccccc1
→ 11, 6, 9, 5, 4, 7, 4, 2, 0
O=C(NC1CCCC1)C(c1ccccn1)N(C(=O)c1csnn1)c1ccccc1Cl (stereo not given)
→ 0, 4, 1, -4, -2, -15, 5, 1, -7
CN(CC(=O)Nc1cccc(F)c1)C(=O)c1cccc(S(=O)(=O)N2CCN(c3ccccc3)CC2)c1
→ 5, 1, 0, -4, -1, -2, -37, 3, -2
CCOc1ccccc1OCCCNCc1ccco1
→ -6, 4, -2, -8, 3, -5, -4, -5, 2
OC1C2(Cc3ccccc3)CN3CCN(C2)CC1(Cc1ccccc1)C3 (stereo not given)
→ 1, 1, 2, -4, -6, -16, -4, -4, -5
Cc1ccc(NC(=O)CCCCCN2C(=O)[C@@H]3Cc4ccccc4CN3C2=O)c(C)c1
→ 3, -1, 5, -3, 0, -3, -24, 5, 0
COc1ccc(N(C(=O)Cc2cccs2)C(C(=O)NC2CCCC2)c2ccncc2)cc1 (stereo not given)
→ 7, 3, 0, -2, 0, -12, -7, 1, 2
CCOC(=O)N1CCN(Cc2nc(N)nc(Nc3ccccc3C)n2)CC1
→ 1, 2, 1, 5, 5, 5, 1, 0, -4
Cc1ccc(S(=O)(=O)NCc2cn3c(C)csc3n2)cc1
→ 5, 3, 3, 1, -2, -5, -1, -2, 6
COc1ccc(NC(=O)CC2C(=O)NCCN2C(=O)c2ccc(Cl)cc2)cc1 (stereo not given)
→ 3, -2, 0, 4, 6, -2, 5, 0, -4
COc1ccc(CC(=O)NNC(=O)c2nn(Cc3ccccc3)c(=O)c3ccccc23)cc1OC
→ -6, -1, 6, -1, 0, -2, 4, -3, -6
O=C(O)CNC(=O)c1cccc(C(F)(F)F)c1
→ 2, 2, -2, -4, 13, -1, 0, 5, 3
O=[N+]([O-])c1ccc(NCCNc2ccc(Cl)nn2)cc1
→ 7, 3, -1, -4, 4, -11, 20, 2, 4

Screening data (PubChem BioAssay)

An excerpt (hit frequency here may not be typical).
